FXIa inh 1536: factor XIa (human) inhibition. P03951. purified FXIa, Boc-Glu-Ala-Arg-AMC fluorogenic substrate. inhibition, % at 5 µM. 220,000 compounds, 0.14% hits. AID 798;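 active = inhibition of at least 40%; inactive = inhibition below 40%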;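 also: fluorescence of freed AMC excited at 355 nm; 0% = enzyme without compound and 100% = no enzyme blank; many of its hits are not listed in these tables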
Target sequence (P03951 19-387 limits assumed): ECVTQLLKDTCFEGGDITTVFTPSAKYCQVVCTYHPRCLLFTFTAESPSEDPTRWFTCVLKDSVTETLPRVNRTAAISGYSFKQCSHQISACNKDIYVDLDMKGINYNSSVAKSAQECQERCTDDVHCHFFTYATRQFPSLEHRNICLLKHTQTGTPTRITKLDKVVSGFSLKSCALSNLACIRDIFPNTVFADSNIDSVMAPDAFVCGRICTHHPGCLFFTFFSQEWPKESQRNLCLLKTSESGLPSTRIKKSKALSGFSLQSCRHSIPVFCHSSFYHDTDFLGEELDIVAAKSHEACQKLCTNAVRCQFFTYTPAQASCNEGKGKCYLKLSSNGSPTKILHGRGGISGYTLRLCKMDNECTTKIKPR
Target sequence (P03951 388-625 limits assumed): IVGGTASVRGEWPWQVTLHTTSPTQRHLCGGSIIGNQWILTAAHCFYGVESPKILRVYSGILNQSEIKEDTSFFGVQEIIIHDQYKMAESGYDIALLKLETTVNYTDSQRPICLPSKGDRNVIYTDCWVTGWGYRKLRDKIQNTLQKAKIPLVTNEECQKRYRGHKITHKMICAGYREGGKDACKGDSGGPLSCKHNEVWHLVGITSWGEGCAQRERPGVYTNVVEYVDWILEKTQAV
Cl transport mod: modulates chloride dependent transport by human KCC2 | Q9H2X9 | KCC2 cells, thallium flux FluoZin-2 fluorescence | B-score of Tl+ flux slope (higher = more flux/activation; lower = inhibition) at 10 µM | 190,000 compounds, 2.2% hits | AID 1456;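 active = thallium flux slope and its plate-corrected score both differing from the plate sample mean at a set confidence after two filtering rounds, in either direction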;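 also: slope of fluorescence scaled to starting intensity during 10 to 20 s after thallium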
Hck-Nef inh: blocks Nef-activated human Hck kinase | 220,000 compounds, 0.68% hits | Recombinant Hck-YEEI plus Nef, Z-Lyte FRET kinase assay | P08631 | inhibition, % at 20 µM;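 active = Hck-Nef kinase inhibition above about 50%, limit read from the data; inactive = inhibition below that limit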;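 also: 0% = DMSO with Hck plus Nef and 100% = Hck alone without Nef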
FXIIa inh: factor XIIa (human) inhibition; P00748; purified FXIIa, Boc-QGR-AMC fluorogenic substrate, 2 h; inhibition, % at 5 µM; 220,000 compounds, 0.3% hits; in the data active = inhibition above about 40%;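 also: 0% = enzyme with no compound and 100% = blank without enzyme; many of its hits are not listed in these tables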
zVAD death inh: L929 zVAD cell death inhibition | L929 zVAD necroptosis rescue, ATP luminescence, 24 h; with zVAD 60 µM | viability rescue, % at 10 µM | 220,000 compounds, 0.38% hits | AID 1377;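 active = activation, scaled between plate controls, above about 75%, limit read from the data; inactive = activation under that limit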;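 also: 0% = zVAD with DMSO and 100% = DMSO alone without zVAD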
thrombin 1536: thrombin (human) inhibition | P00734 | alpha-thrombin, Boc-VPR-AMC fluorogenic substrate cleavage | inhibition, % at 5 µM | 220,000 compounds, 0.26% hits;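 active = inhibition at or above 40%; inactive = inhibition below 40%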;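 also: 0% = enzyme with no compound and 100% = wells without enzyme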
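System: human alpha-thrombin protein; Compound dosing: one concentration per compound, 5 µM, with 0.2% DMSO; Timing: reaction at room temperature; Technique: AMC fluorescence, 355/460 nm; Controls: enzyme without compound as high, wells lacking enzyme as low.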
KLK5 inh: kallikrein 5 (human) inhibition; AID 873; inhibition, % at 5 µM; 210,000 compounds, 0.59% hits; recombinant hK5, fluorogenic AMC substrate cleavage;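 active = inhibition of 40% or more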;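 also: 0% = enzyme controls without compound and 100% = no-enzyme blanks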
Rad51 HR inh: blocks human Rad51 in homologous recombination | AID 1385 | 200,000 compounds, 0.085% hits | inhibition, % at 10 µM | hRad51 DNA strand exchange, fluorescence dequenching;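 active = inhibition above 40% at the single screening dose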;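 also: 0% = DMSO control wells and 100% = blanks with heterologous ssDNA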
Target sequence (Q06609 whole entry, looked up): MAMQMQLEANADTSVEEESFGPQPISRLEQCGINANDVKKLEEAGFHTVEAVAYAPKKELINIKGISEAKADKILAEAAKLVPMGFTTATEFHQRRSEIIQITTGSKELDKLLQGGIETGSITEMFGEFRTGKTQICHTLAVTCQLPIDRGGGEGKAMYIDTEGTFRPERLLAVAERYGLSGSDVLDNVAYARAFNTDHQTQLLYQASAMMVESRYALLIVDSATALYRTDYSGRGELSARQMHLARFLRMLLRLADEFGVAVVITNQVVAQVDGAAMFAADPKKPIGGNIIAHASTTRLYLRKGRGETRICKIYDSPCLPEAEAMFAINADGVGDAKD
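System: human Rad51 nucleoprotein filaments preassembled on unlabelled ssDNA. Reagent: labelled 47-mer dsDNA for strand exchange. Schedule: 30-min compound preincubation and 15-min exchange, both room temperature. Measured by: FRET fluorescence dequenching, excitation 485 nm, emission 520 nm. Read-out: Fluorescence-based percent inhibition, control- and blank-normalised. Benchmarks: plate controls and plate blanks.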
TNF necrop inh: blocks TNF-alpha induced death of Jurkat FADD-/- cells; 220,000 compounds, 0.068% hits; activation (protection from cell death), % at 10 µM; AID 463075; Jurkat FADD-/- TNF necroptosis rescue, ATP luminescence, 24 h; 0 = TNF only, 100 = no-TNF cells;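 active = activation, meaning protection from cell death, of at least 50% relative to plate controls; inactive = activation below 50%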;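 also: necroptosis triggered by 40 ng/mL TNF-alpha added together with compound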
* = called active by the depositor; x = no result given. Only part of the results is shown. The share of hits here may be higher or lower than overall.

SMILES	FXIa inh 1536	Cl transport mod	Hck-Nef inh	FXIIa inh	zVAD death inh	thrombin 1536	KLK5 inh	Rad51 HR inh	TNF necrop inh
Cc1nonc1NC(=O)CSc1nc2cc(Cl)ccc2c2c1CCCC2	-8	1.1	-1	-3	3.0	-5	0	7	1.4
S=C(Nc1ccc(Cl)cc1)N(CCCN1CCOCC1)Cc1cccs1	-4	0.037	8	8	0.7	-8	-2	3	0.0
COC(=O)NCc1cccc(CNC(=O)OC)c1	6	x	1	18	3.5	5	-5	-3	0.8
CC(C)c1c(O)nc(SCCC(=O)O)[nH]c1=O	-4	1.3	-1	6	-0.4	-9	-26	-2	-2.8
Cc1ccc(Oc2nnc(-c3cccs3)c3ccccc23)cc1	5	0.45	8	14	1.1	-5	-10	9	1.1
COc1ccc(-c2nc(N3CCCC3)[nH]c(=O)c2C#N)cc1	-1	-0.67	1	10	-0.1	0	-1	2	-1.6
O=C(C1=C[C@H](C2CC2)C[C@H](OCCCCO)O1)N1CCOCC1	-6	-0.032	0	2	-0.2	-9	-4	1	0.4
CCn1ccc(C(=O)Nc2ccccc2SC)n1	-5	0.51	-65	3	1.8	4	4	13	-0.7
CN(Cc1ccc(-n2cccn2)cc1)Cc1nc(-c2cnccn2)no1	-1	1.8	1	7	-0.5	0	x	x	1.3
C=CCCCN(Cc1ccccc1)S(=O)(=O)c1ccccc1Br	1	0.23	20	4	0.9	0	1	4	0.1
Cc1nc2ccccc2c(=O)n1CC(=O)N1CCOCC1	-3	0.78	0	-10	1.2	-12	-3	-3	-1.1
COc1ccc(N2C(=O)CC(Sc3nnc(-c4ccccc4)o3)C2=O)cc1 (stereo not drawn)	-4	0.88	2	0	2.6	-4	-12	-32	-27
O=C(CSc1ccc(-c2ccc(F)cc2)nn1)NCC1CCCO1 (stereo not drawn)	-5	-2.3	5	0	0.6	-7	-6	x	1.0
COCCOC(=O)CSc1ncccc1-c1nc2cc(C)c(C)cc2[nH]1	2	-0.11	35	1	0.2	-7	-7	1	-7.1
Cc1cccc2cc3c(NC(=O)c4ccccn4)nn(C)c3nc12	-4	x	26	10	0.8	0	-1	-3	-0.3
CC(C)(C)C(=O)NC1CCN(S(=O)(=O)c2cccc(C(F)(F)F)c2)CC1	-13	-1	-13	-7	2.6	-4	-4	-2	-0.1
COc1ccc(/C=N/NC(C)(C)C)c(OC)c1	-11	0.74	17	-4	0.6	-12	-6	6	1.0
Cc1nc(CC(C)C)cc(C(=O)N2CCCC(CNS(=O)(=O)c3cccs3)C2)n1 (stereo not drawn)	-5	0.54	19	5	0.2	-7	-2	8	0.2
O=S1(=O)N=C(N/N=C/C=C/c2ccccc2)c2ccccc21	10	-2.7	1	10	-1.2	-3	-50	x	3.1
O=c1c2ccccc2nc2ccc(NCc3ccco3)nn12	1	-0.37	3	14	-0.5	-7	-3	-1	-12
Clc1cccc(-c2nnc(SC/C=C/c3ccccc3)n2Cc2ccco2)c1	3	-3.3*	2	5	-0.5	3	-6	-1	-4.1
Cc1ccc(-n2c(C)cc3c2CC(C)(C)CC3=O)cc1C	-11	-1.6	7	9	0.2	-11	-23	-1	0.2
CCCCN1C(=O)c2ccc(C(=O)Nc3cccnc3)cc2C1=O	-1	-0.36	1	14	0.6	2	8	2	-1.5
CCc1ccccc1NC(=O)c1cccs1	-2	1.1	-1	15	-0.5	3	-5	-4	-1.9
CCCCNCc1cc(Cl)c(OCCC)c(OCC)c1	4	0.67	1	19	-0.5	2	20	-5	3.7

Reprinted from the part before: two compounds, followed by the next part.
SMILES	FXIa inh 1536	Cl transport mod	Hck-Nef inh	FXIIa inh	zVAD death inh	thrombin 1536	KLK5 inh	Rad51 HR inh	TNF necrop inh
CCc1ccccc1NC(=O)c1cccs1	-2	1.1	-1	15	-0.5	3	-5	-4	-1.9
CCCCNCc1cc(Cl)c(OCCC)c(OCC)c1	4	0.67	1	19	-0.5	2	20	-5	3.7
Cc1c(Br)c([N+](=O)[O-])nn1CC(=O)Nc1nccs1	-4	-0.096	19	2	1.6	3	-12	12	1.8
CCCC(=O)Nn1cnc2c(c1=O)C1(CCCCC1)Cc1ccccc1-2	2	-0.79	0	14	-0.3	0	3	2	-0.4
Cn1c(=O)c2c(nc(NCCNC(=O)c3ccco3)n2Cc2ccc(Cl)cc2Cl)n(C)c1=O	-2	0.34	1	16	-0.3	5	-11	6	-2.6
Cc1ccc(-n2nc3ccc(NC(=O)/C=C/c4ccco4)cc3n2)cc1	4	-0.75	10	4	1.7	-5	-21	-1	-1.9
Cn1cc(CN2CCN(c3ccc(Cl)cn3)CC2)c(-c2ccccc2F)n1	0	x	1	5	-0.1	0	x	15	2.1
Cc1ccccc1-n1c(SCC(=O)Nc2ccccc2)nc2nc3c(cc2c1=O)CCCC3	0	-0.48	0	7	4.0	-5	-27	3	4.5
CCOC(=O)c1csc(NC(=O)CC2CCCC2)n1	-8	0.79	16	8	2.1	-29	-4	-10	1.3
CCC(Oc1ccc2c(c1)C(=O)CC(C)(C)O2)C(=O)NCCN1CCCCCC1 (stereo not drawn)	-12	x	8	-7	1.1	-1	-13	x	-0.1
CC[C@H](C)C(C(=O)N1CCN(C(=O)OC(C)(C)C)CC1)n1cc(C(Cc2ccc(O)cc2)NC(=O)OC(C)(C)C)nn1 (stereo partly drawn)	0	-0.98	-16	6	0.9	1	0	1	-2.5
Cc1cc(C)n2ncc(C(=O)NCc3ccccc3)c2n1	-15	x	-1	5	-0.2	-4	-2	5	-1.3
Nc1cc2nc[nH]c2cc1N	1	0.35	26	4	-0.3	-15	-2	-17	-0.1
CCOC(=O)c1sc2c(c1C)c(=O)c(C(=O)OCC)cn2CC	2	-0.00047	1	13	-0.1	3	9	-2	-0.3
CCN1C(=O)C(CC(=O)Nc2ccc(OC)cc2)N(CCN2CCOCC2)C1=S (stereo not drawn)	3	-0.19	-1	7	0.6	4	-1	16	4.9
Cc1ccc(S(=O)(=O)CCSc2nc(C)cc(C(F)(F)F)c2C#N)cc1	-1	-0.35	-8	8	x	-1	-4	-30	0.5
O=C(c1ccc(Cl)cc1[N+](=O)[O-])N1CCOCC1	-5	1.3	-11	15	1.8	1	-20	8	-0.3
Cc1cc(C)nc(N(C#N)Cc2cccc(Cl)c2)n1	-2	-0.13	20	11	-0.4	-3	1	3	-1.0
CCc1ccccc1NC(=O)CSc1nnc([C@@H]2CCCN2C(=O)OC(C)(C)C)o1	1	x	0	20	-0.2	4	-11	-5	2.1
COC(CNC(=O)[C@H](CSCc1ccccc1)N1Cc2ccccc2C1=O)OC	2	-0.063	28	10	-1.5	-3	8	4	0.9
O=C(COC(=O)CCc1nc2ccccc2c(=O)[nH]1)NC(c1ccccc1)c1ccccc1	-4	0.0057	22	-2	0.9	-6	-1	2	1.5
Cc1c(Br)c([N+](=O)[O-])nn1CC(=O)c1ccccc1	5	-0.00064	17	8	0.7	x	-1	12	3.0
COc1ccccc1CN1C[C@@H]2C[C@@H](c3[nH]c4ccc(C)cc4c3C)N3CCC[C@@]23C1=O	4	0.65	14	7	0.3	-2	2	x	-0.1
O=C(CCC(=O)OCc1ccc(C(=O)Oc2ccc(Cl)cc2)cc1)Nc1ccccc1	1	-0.38	0	35	-1.4	12	52*	2	-0.3
COC(=O)C1=C(C)NC(=S)N(C(C)=O)C1c1ccc(OC)c(OC)c1 (stereo not drawn)	-1	0.55	0	3	0.5	-6	-13	6	0.6
Cc1ccc(CNC(=O)CN(CCc2ccccc2)S(C)(=O)=O)cc1	-7	-0.28	-1	5	0.2	-3	-10	4	-0.1
Cc1cc(=O)oc2c1c(C(F)(F)F)nn2-c1ccccc1	14	-0.99	5	13	0.4	5	6	13	-0.3

Given with two lines to a compound: part of the list above
Order of values: FXIa inh 1536	Cl transport mod	Hck-Nef inh	FXIIa inh	zVAD death inh	thrombin 1536	KLK5 inh	Rad51 HR inh	TNF necrop inh
> Cc1ccc(-n2nc3ccc(NC(=O)/C=C/c4ccco4)cc3n2)cc1
  4	-0.75	10	4	1.7	-5	-21	-1	-1.9
> Cn1cc(CN2CCN(c3ccc(Cl)cn3)CC2)c(-c2ccccc2F)n1
  0	x	1	5	-0.1	0	x	15	2.1
> Cc1ccccc1-n1c(SCC(=O)Nc2ccccc2)nc2nc3c(cc2c1=O)CCCC3
  0	-0.48	0	7	4.0	-5	-27	3	4.5
> CCOC(=O)c1csc(NC(=O)CC2CCCC2)n1
  -8	0.79	16	8	2.1	-29	-4	-10	1.3
> CCC(Oc1ccc2c(c1)C(=O)CC(C)(C)O2)C(=O)NCCN1CCCCCC1 (stereo not drawn)
  -12	x	8	-7	1.1	-1	-13	x	-0.1
> CC[C@H](C)C(C(=O)N1CCN(C(=O)OC(C)(C)C)CC1)n1cc(C(Cc2ccc(O)cc2)NC(=O)OC(C)(C)C)nn1 (stereo partly drawn)
  0	-0.98	-16	6	0.9	1	0	1	-2.5
> Cc1cc(C)n2ncc(C(=O)NCc3ccccc3)c2n1
  -15	x	-1	5	-0.2	-4	-2	5	-1.3
> Nc1cc2nc[nH]c2cc1N
  1	0.35	26	4	-0.3	-15	-2	-17	-0.1
> CCOC(=O)c1sc2c(c1C)c(=O)c(C(=O)OCC)cn2CC
  2	-0.00047	1	13	-0.1	3	9	-2	-0.3
> CCN1C(=O)C(CC(=O)Nc2ccc(OC)cc2)N(CCN2CCOCC2)C1=S (stereo not drawn)
  3	-0.19	-1	7	0.6	4	-1	16	4.9
> Cc1ccc(S(=O)(=O)CCSc2nc(C)cc(C(F)(F)F)c2C#N)cc1
  -1	-0.35	-8	8	x	-1	-4	-30	0.5
> O=C(c1ccc(Cl)cc1[N+](=O)[O-])N1CCOCC1
  -5	1.3	-11	15	1.8	1	-20	8	-0.3
> Cc1cc(C)nc(N(C#N)Cc2cccc(Cl)c2)n1
  -2	-0.13	20	11	-0.4	-3	1	3	-1.0

Carrying on.
SMILES	FXIa inh 1536	Cl transport mod	Hck-Nef inh	FXIIa inh	zVAD death inh	thrombin 1536	KLK5 inh	Rad51 HR inh	TNF necrop inh
CCN1/C(=C2\OC(=S)N(C)C2=O)C=Cc2ccccc21	-7	-0.37	-1	7	25	1	-4	-156	-0.4
CN1CCN(CCNC(=O)c2cc3c(=O)n(C)c4ccccc4c3n2C)CC1	-3	-0.91	9	9	78*	-8	-8	-5	3.9
CCCCOc1ccc(NC(=O)CN2CCN(C(=O)OCC)CC2)cc1	-2	1.1	0	5	0.0	-9	8	1	-0.8
C/C(=N\NC(=O)c1cccc(S(=O)(=O)N2CCCC2)c1)c1ccco1	3	1.4	5	12	0.3	1	x	x	0.9
CC(=O)OCC(=O)Nc1ccc(Br)c(C)c1	1	0.4	22	9	-3.4	1	22	2	-0.4
O=C(COC(=O)c1ccc(CNS(=O)(=O)c2ccc(F)c(Cl)c2)cc1)NC1CCCCCCC1	-12	2	0	-8	0.4	13	-6	-12	-0.1

Assay outcomes (PubChem)
